RGS7-Gao reg – RGS7-Galphao binding modulators, primary screen, biochemical, multiplexed bead flow cytometry; Guanine nucleotide-binding protein G(o) subunit alpha (Homo sapiens), P09471; actives lie on both sides; binding response (% of control), % at 10 µM; actives 0.35% (n = 220,000); AID 1439, 2008; in the data active = binding response below about 49% or above about 150%; inconclusive = no clear call, values can overlap the other calls; inactive = in between;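 note: fluorescent Galphao held in activated GDP-AlF4 state binding bead-coupled RGS7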
Target sequence (P09471 whole entry, looked up): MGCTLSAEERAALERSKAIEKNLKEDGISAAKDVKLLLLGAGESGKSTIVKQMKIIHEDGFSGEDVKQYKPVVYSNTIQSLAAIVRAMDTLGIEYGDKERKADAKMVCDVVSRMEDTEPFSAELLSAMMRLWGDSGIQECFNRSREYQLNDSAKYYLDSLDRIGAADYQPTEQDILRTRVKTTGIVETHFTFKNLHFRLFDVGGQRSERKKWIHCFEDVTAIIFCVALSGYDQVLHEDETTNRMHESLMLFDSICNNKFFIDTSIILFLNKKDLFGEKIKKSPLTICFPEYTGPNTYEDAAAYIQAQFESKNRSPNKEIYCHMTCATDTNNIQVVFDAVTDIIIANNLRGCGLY
Avidin fluor – green autofluorescence of compounds with avidin beads – biophysical, 488/530 nm, flow cytometry, artefact control, profiling panel | compound fluorescence 488/530 nm; stronger effect = higher value | fluorescence (KMESF) at 10 µM | actives 0.38% (n = 220,000) | AID 1775, 2009; in the data active = fluorescence above about 47; note: inactives centre near 10
RGS4-Gao reg – modulators of RGS4 binding to Galphao, primary screen, biochemical, multiplexed bead flow cytometry | binding response (% of control), % at 10 µM | AID 1415, 2008 | actives 0.33% (n = 220,000) | Guanine nucleotide-binding protein G(o) subunit alpha (Homo sapiens), P09471 | actives lie on both sides; in the data active = binding response below about 49% or above about 150%; inactive = in between;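 note: fluorescent Galphao activated with aluminum fluoride binding bead-coupled RGS4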
The depositor's hits bear a star; ? = inconclusive; & = joins results of further samples; [ ] = remark or other dose.

SMILES | RGS7-Gao reg | Avidin fluor | RGS4-Gao reg
C[C@H](NC(=O)c1nc[nH]c1C(=O)NCC(=O)OC(C)(C)C)C(=O)OC(C)(C)C | ? | 6 | 81
Cc1c(C(=O)O)sc(S(=O)(=O)N2CCNCC2)c1C(=O)O | ? | 8 | 94
COc1ccccc1NC(=O)N1CCN(C(=O)Nc2ccccc2OC)CC1 | ? | 8 | 101
FC(F)(F)c1ccncc1-c1nnc(C2CCCCC2)o1 | ? | 6 | 97
O=C(CCCO)NNc1c2ccccc2nc2ccccc12 | ? | 8 | 103
COc1ccccc1NC(=O)N1CCN(c2ccnc3cc(Cl)ccc23)CC1 | ? | 3 | 117
CCOC(=O)c1[nH]c(CO)c(C(=O)OCC)c1C | ? | 5 | 91
O=C(c1cc2cccc([N+](=O)[O-])c2oc1=O)N1CCOCC1 | ? | 8 | 102
CC(C)n1cnnc1SCC(=O)Nc1cccc(S(=O)(=O)N(C)c2ccccc2)c1 | ? | 8 | 98
Nc1nc2ncc(C(=O)c3cc(F)ccc3O)cc2s1 | ? | 5 | 98
CNC(=S)NNC(=O)c1oc2nc(-c3ccccc3)cc(C)c2c1N | ? | 7 | 100
CCOc1ccc(NC(=O)N(CCN(C)C)C(C)c2cccnc2)cc1 (configuration not stated) | ? | 7 | 100
COC(=O)C1=C(C(=O)OC)[C@@H]2N(C)c3ccccc3[C@@]23C[C@@H](C(=O)OC)N(C(=O)c2cccs2)C3=N1 | ? | 13 | 110
COc1ccccc1C(=O)N/N=C1/NC(=O)CC(C(=O)Nc2ccccc2)S1 (configuration not stated) | ? | 8 | 106
Nn1c(SCc2ccc(Br)cc2)nnc1-c1cccnc1 | ? | 3 | 104
COc1ccccc1-c1cn[nH]c1-c1ccc(OCc2ccc(F)cc2)cc1O | ? | 5 | 105
CCCNC(=S)Nc1ccc(F)cc1F | ? | 5 | 104
CC1=CSC2=NC(C(F)(F)F)(C(F)(F)F)NC(=O)N12 | ? | 9 | 100
CCn1c(SCC(=O)N/N=C(/C)c2ccncc2)nc2ccccc21 | ? | 9 | 103
CCOC(=O)CN(C(=O)COc1nc(-c2ccccc2)cc(C)c1C#N)c1ccc(F)cc1 | ? | 6 | 100
CCNC(=S)/C(=C(/[O-])c1ccc([N+](=O)[O-])cc1)[n+]1ccccc1 | ? | 5 | 90
COc1ccc(C(O)c2nc3ccccc3n2C(C)C)cc1 (configuration not stated) | ? | 9 | 105
Cc1nnc(NC(=O)c2ccc(S(=O)(=O)N3CCOCC3)cc2)s1 | ? | 4 | 94
OCC1(Cc2ccc(Cl)cc2)CCN(Cc2ccc(F)c(F)c2)CC1 | ? | 5 | 90
O=C(CSc1nnc(-c2ccncc2)n1CCc1ccccc1)N1CCCC1 | ? | 9 | 99

Of the compounds above, these contain a Cl atom.
SMILES | RGS7-Gao reg | Avidin fluor | RGS4-Gao reg
COc1ccccc1NC(=O)N1CCN(c2ccnc3cc(Cl)ccc23)CC1 | ? | 3 | 117
OCC1(Cc2ccc(Cl)cc2)CCN(Cc2ccc(F)c(F)c2)CC1 | ? | 5 | 90

7 entries picked at random from the list so far, as already listed:
SMILES | RGS7-Gao reg | Avidin fluor | RGS4-Gao reg
Cc1nnc(NC(=O)c2ccc(S(=O)(=O)N3CCOCC3)cc2)s1 | ? | 4 | 94
O=C(c1cc2cccc([N+](=O)[O-])c2oc1=O)N1CCOCC1 | ? | 8 | 102
CCNC(=S)/C(=C(/[O-])c1ccc([N+](=O)[O-])cc1)[n+]1ccccc1 | ? | 5 | 90
CNC(=S)NNC(=O)c1oc2nc(-c3ccccc3)cc(C)c2c1N | ? | 7 | 100
COc1ccc(C(O)c2nc3ccccc3n2C(C)C)cc1 (configuration not stated) | ? | 9 | 105
COc1ccccc1NC(=O)N1CCN(C(=O)Nc2ccccc2OC)CC1 | ? | 8 | 101
CCOC(=O)c1[nH]c(CO)c(C(=O)OCC)c1C | ? | 5 | 91

(more compounds)
SMILES | RGS7-Gao reg | Avidin fluor | RGS4-Gao reg
COc1cccc(/C=C/C(=O)N2CCN(S(=O)(=O)c3ccccc3)CC2)c1OC | ? | 9 | 100
N#Cc1ccc(NCCc2ccccn2)c([N+](=O)[O-])c1 | ? | 3 | 98
CCOc1ccc(NC(=O)c2cc3ccccc3cc2O)cc1 | ? | 9 | 96
CC(c1ccccc1)N1C(=O)/C(=C/c2ccncc2)SC1=S (configuration not stated) | ? | 7 | 93
S=c1[nH]c2ccc(Cl)cc2s1 | ? | 5 | 104
O=C(CCn1c(=O)oc2ccccc21)NCCN1CCOCC1 | ? | 8 | 97
COc1cc([N+](=O)[O-])cc2sc(NC(C)=O)nc12 | ? | 8 | 92
COC(=O)C1=C(C(=O)OC)[C@@H]2N(C)c3ccccc3[C@@]23C[C@@H](C(=O)OC)N(C(=O)c2cc(C)oc2C)C3=N1 | ? | 8 | 100
Cn1cccc1C1C(C#N)=C(N)OC2=C1C(=O)CCC2 (configuration not stated) | ? | 7 | 98
Cc1cc(Oc2ccc(=O)n(C)n2)nc(SCC(N)=O)n1 | ? | 7 | 98
O=S(=O)(NCc1cn2ccccc2n1)c1ccccc1F | ? | 7 | 99
CC(=O)NC(=O)c1cnn(-c2ccccc2)c1N | ? | 8 | 104
COc1ccc(/C=N/NC(=O)c2cccnc2)cc1CSc1ccccn1 | ? | 8 | 109
O=C(O)COCC(=O)NCc1csc2ccccc12 | ? | 5 | 79
N#Cc1cc(N)ccc1-n1cccc1 | ? | 4 | 95
CCOC(=O)c1sc(=S)n(C)c1NC(=O)c1ccc(OC)cc1 | ? | 3 | 104
CCOc1ccc2nc(N3CCCC(C(=O)NCC4CCCO4)C3)sc2c1 (configuration not stated) | ? | 4 | 106
Cc1ccccc1CSc1nnc(-c2cnccn2)n1C | ? | 7 | 98
Cc1cc(-c2onc(C)c2C(=O)O)no1 | ? | 7 | 102
O=c1[nH]cc(O)c(=O)[nH]1 | ? | 4 | 108
Cc1ccc(N/C(N)=N/c2nc(CSc3nnc(N)s3)cc(=O)[nH]2)cc1 | ? | 4 | 96
COc1cc(-c2ccc(Nc3ccccc3C(=O)O)c(OC)c2)ccc1Nc1ccccc1C(=O)O | ? | 6 | 97
Nc1nn(-c2ccccc2)nc1C(=O)OCc1ccccc1 | ? | 10 | 110
CCN(CC)c1nc2ccccc2[nH]c1=O | ? | 3 | 100
COc1cccc(/C=N/NC(=O)c2ccoc2C)c1O | ? | 7 | 94

Following part:
SMILES | RGS7-Gao reg | Avidin fluor | RGS4-Gao reg
CCCc1c(C(=O)NNc2ccccc2OC)cnn1-c1ccccc1 | ? | 6 | 121
O=C(O)c1cccc(NC2=C(N3CCOCC3)C(=O)c3ccccc3C2=O)c1 | ? | 5 | 100
C[C@@H]1C=C(C(=O)NCc2nc3ccccc3[nH]2)O[C@H](OCc2ccc(CO)cc2)C1 | ? | 6 | 102
CC(O)[C@H]1CNC(=S)N1CCc1cccc(F)c1 (some centres not stated) | ? | 10 | 101
O=C(N/N=C/C=C/c1cccc([N+](=O)[O-])c1)c1ccncc1 | ? | 8 | 100
Cn1cccc1/C=N\NC(=O)c1cncc(Br)c1 | ? | 8 | 103
CCN1CCN(CCc2nc3cc([N+](=O)[O-])ccc3n2C)CC1 | ? | 3 | 102
Cc1cc(C)n2nc(C(=O)N/N=C/c3cccc(Cl)c3)nc2n1 | ? | 10 | 93
NC(=S)NNC(=O)c1cccc(Cl)c1 | ? | 7 | 91
CC(NC(=O)/C(C#N)=C1\N=C(NC(=O)c2ccco2)c2ccccc21)c1ccccc1 (configuration not stated) | ? | 7 | 102
O=C(COc1ccc([N+](=O)[O-])cc1)NCCc1nc2ccccc2[nH]1 | ? | 9 | 101
Cc1n[nH]c(=S)n1Cc1ccccc1 | ? | 9 | 102
COc1ccccc1C1(CCNC(C)c2cccs2)CCOC(C(C)C)C1 (configuration not stated) | ? | 6 | 112
COc1cc(/C=N/NS(=O)(=O)c2ccc3ccccc3c2)ccc1OCc1ccc(C(=O)O)cc1 | ? | 2 | 100
COC(=O)c1sc(SC)c2c1CC(C)(C)C/C2=N/O | ? | 6 | 99
Cc1cc(NC(=O)c2ccccc2)nc(C)n1 | ? | 4 | 174*[activator]
N#CCC(=O)Nc1ccc(C(=O)NCc2cccc(Cl)c2)cc1 | ? | 7 | 101
Clc1ccc(SCc2csc(N3CCOCC3)n2)cc1 | ? | 7 | 107
COc1ccc(C(=O)NN2C(=S)N(c3ccc(OC)cc3)C(=O)C2CC(N)=O)cc1 (configuration not stated) | ? | 7 | 101
CCCCOC(=O)c1sc2nc(C)cc(C)c2c1N | ? | 7 | 107
CCOC(=O)Cn1c(=O)c(-c2ccccc2N)nc2ccccc21 | ? | 8 | 93
Cc1onc(-c2ccccc2Cl)c1C(=O)NCc1ccc2c(c1)cc(C)n2C | ? | 10 | 103
O=[N+]([O-])c1ccc(CSc2nc3ncc(Br)cc3[nH]2)cc1 | ? | 8 | 98
CC(C)(C)Nc1nc(Cl)nc(NCCN2CCOCC2)n1 | ? | 6 | 95
CN1N=C2c3ccccc3CCC2C1c1ccc(Cl)cc1 (configuration not stated) | ? | 3 | 105

Next compounds follow:
SMILES | RGS7-Gao reg | Avidin fluor | RGS4-Gao reg
Cc1nnc(NC(=O)c2ccc(S(=O)(=O)C(F)F)cc2)s1 | ? | 6 | 96
CCCCCCn1c(SCCOC)nc2c1c(=O)[nH]c(=O)n2C | ? | 6 | 100
N/C(CC1CC1(Cl)Cl)=N\OC(=O)c1ccccc1 (configuration not stated) | ? | 6 | 102
COc1ccc(C2CC(O)(c3ccccc3)Oc3cc(OC)c(OC)c(OC)c32)cc1 (configuration not stated) | ? | 8 | 100
CCn1cc(C(=O)N2CCN(c3cccc(C)c3C)CC2)c(=O)c2ccc(C)nc21 | ? | 10 | 106
C=CCn1c(SCC#N)nnc1-c1ccc2ncccc2c1 | ? | 6 | 104
CCOc1ccccc1NC(=O)Nc1ccc(CC#N)cc1 | ? | 6 | 103
N#Cc1nc(Cl)c(Cl)c(NN)c1Cl | ? | 8 | 99
CN(C)N=Nc1nc2c(c(=O)n(C)c(=O)n2C)n1C | ? | 8 | 100
COc1ccccc1N(C(=O)CCl)c1cn(C(C)=O)c2ccccc12 | ? | 3 | 87
CCC1=C(OC(=O)N(CC)CC)N2C(=O)OC(=NCc3ccccc3)[C@]2(C)[C@H]2C1=CC[C@H]1C(=O)N(CC(=O)OC)C(=O)[C@H]12 | ? | 7 | 96
O=C(Nc1ccc(OC(F)(F)F)cc1)c1ccc(S(=O)(=O)N2CCOCC2)o1 | ? | 4 | 107
CC(=O)NC(CC(=O)NCCN1C(=O)S/C(=C\c2ccccc2)C1=O)c1ccccc1 (configuration not stated) | ? | 7 | 104
O=C(NNC(=S)Nc1ccccc1Cl)c1ccncc1 | ? | 7 | 100
Cc1ccc(Nc2nc(N)[nH]c(=O)c2N=O)cc1 | ? | 6 | 101
C[c-]1[c-](C)[c-](C)[c-](C)[c-]1C.[Fe].c1cc2nccc(N3CCCC3)[c-]2c1 (configuration not stated) | ? | 10&9 | 103&103
COc1ccc2c3c([nH]c2c1)C1CC2C(CC(O)C(OC)C2CO)CN1CC3 (configuration not stated) | ? | 6 | 97
O=C(O)/C=C/c1ccc(-n2ccnc2)cc1 | ? | 7 | 103
O=C(/C=C/c1ccc2c(c1)OCO2)Nc1nncs1 | ? | 6 | 95
CCN(CC)S(=O)(=O)c1ccc(N(C)C)c(NC(=O)C2CCCC2)c1 | ? | 6 | 104
CC(C)N(C1=CC(=O)OC12CCCCC2)C(C)C | ? | 6 | 99
COc1cc2nc(C(C)(C)C)oc(=O)c2cc1OC | ? | 7 | 96
CC(C)(C)c1cc[n+](C2=C([O-])c3ccccc3C(=O)/C2=N\S(=O)(=O)c2cccs2)cc1 | ? | 3 | 99
NC1=NC[C@@H](Cc2ccc(O)cc2)N1CC1CCCCC1 | ? | 7 | 87
O=C(O)c1ccccc1C(=O)Nc1ccc(-n2nc(C(F)(F)F)cc2C(F)(F)F)cc1 | ? | 7 | 103

Next part
SMILES | RGS7-Gao reg | Avidin fluor | RGS4-Gao reg
CCOC(=O)C1=C(O)C(=O)N(c2ccc(S(N)(=O)=O)cc2)C1c1ccc([N+](=O)[O-])cc1 (configuration not stated) | ? | 7 | 101
S=c1[nH]nc(-c2ccccn2)n1/N=C/c1ccco1 | ? | 8 | 100
COc1ccc(OC)c(CCNC(=O)C(=O)Nc2ccc3nc4n(c(=O)c3c2)CCCCC4)c1 | ? | 9 | 99
Nc1ccc(-c2nc3cc(N)ccc3n2CCO)cc1 | ? | 12 | 100
CCN(CC)CCn1c(=N)n(CC(O)COc2ccccc2)c2ccccc21 (configuration not stated) | ? | 51* | 113
CC12CN(C(=O)c3ccc([N+](=O)[O-])cc3)CC(C)(CN(C(=O)c3ccc([N+](=O)[O-])cc3)C1)C2=O | ? | 7 | 97
O=C(COc1ccc(C2SCCS2)cc1)Nc1ccc(Cl)cc1 | ? | 9 | 101
N#CC(C#N)=C/C=C(\Nc1ccc(Cl)cc1)c1ccc(Cl)cc1 | ? | 8 | 103
O=C(Nc1ccc(N2CCOCC2)cc1)C1CCN(S(=O)(=O)c2ccccc2F)CC1 | ? | 6 | 101
N#Cc1ccsc1NC(=O)COC(=O)c1cc(Br)ccc1O | ? | 3 | 94
COc1ccc(S(=O)(=O)N2CCCCC2)cc1NCC(=O)Nc1ccc(C)cc1 | ? | 8 | 103
O=C(Nc1ccccc1)N1CCCN(c2ccc(C(F)(F)F)cn2)CC1 | ? | 8 | 77
Cc1ccc(S(=O)(=O)NNC(=S)Nc2ccc(Cl)cc2)cc1 | ? | 4 | 102
ClC(/C=N/n1cnnc1)=C/c1ccccc1 | ? | 7 | 92

Assay outcomes from PubChem BioAssay.

An excerpt. The share of hits here may be higher or lower than overall.
